Screening data deposited in PubChem BioAssay by several laboratories.
CatB block: inhibitors of human cathepsin B; purified cathepsin B, fluorogenic substrate, fluorescence; hit rate 0.1% among 63,000; inhibition, %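 (tested at 10 µM)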; in the data active means inhibition above about 21%;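 further: 0% = enzyme with no compound and 100% = no enzyme blank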
CatS block: blocks human cathepsin S protease activity; inhibition, %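 (tested at 5 µM per compound within 10-compound mixtures)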; recombinant cathepsin S, AMC dipeptide fluorescence, pooled mixtures; P25774; hit rate 0.06% among 62,000; in the data active means inhibition above about 32%, passing the limit was not always enough;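 further: 0% = enzyme without compound and 100% = blank without enzyme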
Target sequence (P25774 115-331 limits assumed): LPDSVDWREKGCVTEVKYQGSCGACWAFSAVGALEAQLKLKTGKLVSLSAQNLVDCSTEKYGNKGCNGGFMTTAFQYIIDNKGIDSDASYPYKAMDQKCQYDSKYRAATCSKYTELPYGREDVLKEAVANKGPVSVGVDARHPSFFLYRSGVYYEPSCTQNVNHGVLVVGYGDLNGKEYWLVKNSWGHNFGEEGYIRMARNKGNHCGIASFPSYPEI
ROCK2 inh: ROCK2 (human) kinase inhibition | hit rate 0.35% among 60,000 | O75116 | inhibition, % at 6 µM | purified ROCK2, Kinase-Glo ATP depletion luminescence;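 active means inhibition above the screen-wide mean inhibition plus 3 SD, cut at about 18% in these data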;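 further: plate controls were DMSO wells for no effect and Y-27632 control wells after no-enzyme background subtraction for full effect; many of its hits are not listed in these tables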
PKA inh: PKA (human) kinase inhibition; P17612; PKA Kemptide phosphorylation, Kinase-Glo ATP luminescence; inhibition, % at 6 µM; hit rate 0.1% among 65,000;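 active means inhibition above the screen-wide mean inhibition plus 3 SD, cut at about 21% in these data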; further: many of its hits are not listed in these tables
AP ELISA ortho: alternative pathway complement inhibition, orthogonal assay. hit rate 0.08% among 62,000. inhibition, % at 5 µM. Human serum alternative complement pathway, LPS-coated ELISA, C3 deposition; tested in compound mixtures;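 active means inhibition above 30% in each of the two pooled mixtures holding the compound, so the lower value exceeds 30%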;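 further: 0% = serum in Mg-EGTA without compound and 100% = EDTA serum blank; some compounds past the cut are filed as inactive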
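Test system – human serum alternative complement pathway, C3 deposition on LPS-coated wells · Buffer or medium – diluted human serum in Mg2+-EGTA GVB++ · Compound dosing – 5 µM each compound, pools of ten, 50 µM per pool · Schedule – 1 h serum-compound exposure at 37 °C · Measured by – Anti-C3 ELISA, OD 450 nm · Read-out basis – percent inhibition of C3 deposition onto LPS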
JNK3 blocker: inhibitors of human JNK3 kinase. hit rate 0.61% among 60,000. P53779. purified JNK3 kinase activity, HTS. inhibition, % at 8 µM; in the data active means inhibition above about 17%;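 further: 0% = DMSO and 100% = reference inhibitor; many of its hits are not listed in these tables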
Target sequence (P53779 whole entry, looked up): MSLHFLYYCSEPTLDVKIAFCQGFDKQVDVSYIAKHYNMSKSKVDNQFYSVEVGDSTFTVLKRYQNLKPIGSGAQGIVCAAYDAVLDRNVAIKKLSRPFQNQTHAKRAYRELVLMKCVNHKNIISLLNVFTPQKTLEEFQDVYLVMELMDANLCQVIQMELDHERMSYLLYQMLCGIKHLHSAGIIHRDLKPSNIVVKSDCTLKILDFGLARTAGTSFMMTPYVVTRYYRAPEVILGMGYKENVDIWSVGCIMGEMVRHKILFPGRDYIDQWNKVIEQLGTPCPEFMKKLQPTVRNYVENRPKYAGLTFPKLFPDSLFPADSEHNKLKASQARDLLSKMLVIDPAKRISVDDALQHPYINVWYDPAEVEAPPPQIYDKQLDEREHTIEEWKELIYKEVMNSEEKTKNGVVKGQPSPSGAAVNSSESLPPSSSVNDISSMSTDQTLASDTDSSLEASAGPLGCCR
CatB mixtures: human cathepsin B inhibition by mixtures. P07858. Purified cathepsin B, AMC dipeptide fluorescence, compound mixtures. inhibition, %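 (ten-compound pools at 5 µM per compound and 50 µM total)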. hit rate 0.06% among 62,000; in the data active means inhibition above about 22%, passing the limit was not always enough;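 further: 0% = enzyme without compound and 100% = no enzyme blank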
RORa activator: activates the human nuclear receptor RORA; P35398; CHO-K1 Gal4-RORA LBD luciferase reporter, luminescence; percent increase over mock-subtracted basal signal; activation, % at 10 µM; hit rate 1.5% among 65,000; AID 560;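 active means activation above the mean of all tested compounds plus 3 SD, cut at about 49% in these data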;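 further: 0% = DMSO-treated RORA cells and 100% = added signal equal to DMSO minus mock-transfected cells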
Ec RNAP inh: blocks E. coli RNA polymerase transcription; fluorescence transcription assay; hit rate 0.2% among 62,000; P0A8V2; inhibition, %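 (tested at 10 µM)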; in the data active means inhibition above about 20%;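 further: 0% = enzyme without compound and 100% = no enzyme blank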
Starred values were filed as active, the others as inactive; · = not tested or not shown. This is a subset; count on the stated rates, not on these rows.

Molecule	CatB block	AP ELISA ortho	CatS block	CatB mixtures	ROCK2 inh	JNK3 blocker	RORa activator	Ec RNAP inh	PKA inh
c1ccc(Cn2c(SCc3nc4ccccc4s3)nnc2-c2ccco2)cc1	-4	20	10	9	2	1	2	5	1
O=C(NCCN1CCOCC1)c1ccc(Cl)c(S(=O)(=O)N2CCCCCC2)c1	3	0	6	3	·	·	-12	7	-2
c1ccc2ncc(-n3cnnn3)cc2c1	2	-7	5	4	14	1	-2	6	4
NC(=O)c1c(NC(=O)CSc2nnc(Cc3ccccc3)n2Cc2ccco2)sc2c1CCC2	2	7	6	-7	4	5	4	5	10
CCOc1ccc(C)cc1S(=O)(=O)n1ccc(C)n1	2	1	-4	-6	8	1	-9	6	12
Cc1ccc2c(CC(=O)NCc3ccco3)coc2c1C	4	2	-6	3	6	-5	52*	12	6
c1ccc(Oc2cc(-n3cccn3)ncn2)cc1	-2	20	-6	0	-1	11	25	3	-1
CCCn1c(SCC(=O)O)nc2ccccc21	7	14	-8	-1	3	-2	17	5	9
CC(=O)N1C(=O)C2(C(C#N)=C(N)Oc3c2c(C)nn3-c2ccccc2)c2ccccc21 (stereo not given)	3	5	3	3	2	-4	-31	9	9
COCC(C)NC(=O)NC1(C(F)(F)F)Oc2ccc(Cl)cc2O1 (stereo not given)	-1	20	-6	1	·	·	-11	8	3
O=C(Nc1ccccn1)C1CCN(S(=O)(=O)c2cccc3nonc23)CC1	0	7	1	0	·	·	6	3	6
N#Cc1cc2c(nc1SCc1ccncc1)CCC2	3	15	-5	1	58*	2	7	6	0
O=C(c1cccn2c(=O)c3cc(Cl)ccc3nc12)N1CCN(Cc2ccc3c(c2)OCO3)CC1	3	14	-2	-4	·	·	-10	0	6
O=C(NCc1ccco1)c1sc2cccc(F)c2c1Cl	-1	-3	11	-1	7	-5	41	11	11
COCC(=O)Nc1nc(-c2ccccc2)c(C)s1	0	9	-3	1	-1	-11	-15	2	3
Cc1oc(-c2ccccc2Cl)nc1CSCC(=O)N1CCCC1	0	10	-9	-4	4	-2	0	-4	12
CN(C)C(=O)N1CCN(C(=O)c2ccco2)CC1	5	9	-12	-2	-5	0	-6	1	-12
CC(=O)Oc1c(S(=O)(=O)c2ccc(C)cc2)c(C)nn1C(C)(C)C	8	16	-5	1	5	0	6	4	4
CCOc1ccccc1C1C(C(N)=O)=C(C)Nc2nc(-c3cccc(C)c3)nn21 (stereo not given)	1	14	2	-3	6	-2	-17	2	8
CC1CCCCN1C(=O)C1CC(c2ccc(F)cc2)=NO1 (stereo not given)	-1	9	-3	6	2	2	49*	2	2
O=c1[nH]c(CN(CCO)CCO)nc2c1C1(CCCCC1)Cc1ccccc1-2	-1	·	·	·	4	-5	1	9	5
Cc1cccc2nc(=S)n(C(=O)c3ccco3)n12	2	-15	12	0	2	2	56*	12	4
Cc1nc2ccccn2c1-c1nnco1	10	1	10	4	1	4	-8	6	3
CCS(=O)(=O)N1CCN(C(=O)c2cccnc2)CC1	4	-4	15	3	·	·	·	2	·
COc1ccc(NC(=O)Nc2nnc(C(C)C)s2)cc1	3	21	-25	-2	-1	-8	44	4	0
COCCN1C(=O)c2oc3ccccc3c(=O)c2C1c1ccc(C(=O)OC)cc1 (stereo not given)	1	14	16	2	0	5	-11	-5	7
COC(=O)C1C2C=CC3(CN(C4CCCC4)C(=O)C13)O2 (stereo not given)	2	-11	0	0	3	1	-14	1	12
CCCOc1ccccc1C(=O)NCCCC(=O)O	1	·	·	·	-10	1	-17	·	3
CSC1=NCCN1C(=O)c1ccc2c(c1)OCO2	3	12	-4	5	-2	-8	6	0	-2
O=C(Cn1nc(C(F)(F)F)c2c1CCC2)NC1CCCCC1	1	-8	5	3	3	0	-15	8	6
O=C(Oc1oc(-c2ccco2)nc1C=Nc1ccccc1)c1ccoc1	15	·	·	·	5	5	16	13	6
O=C(NCc1ccccc1)C1CCCN(C(=O)Nc2ccccc2)C1 (stereo not given)	7	-15	10	3	2	3	11	5	13
COc1ccc(-c2cn3ccccc3n2)cc1OC	0	-7	-6	-1	-13	-13	49*	6	-9
CS(=O)(=O)N1CCC(C(=O)N2CCC(Cc3ccccc3)CC2)CC1	5	7	18	0	-3	-8	-5	4	-4
CC(C)c1ccc(-c2nnn(CCC(=O)O)n2)cc1	2	10	-20	-4	1	-6	-11	·	6
CCOc1ccc(CCNC(=O)CCc2nc(-c3ccc(C)cc3)no2)cc1OCC	-1	11	5	3	5	-1	-6	4	6
COc1ccc(CN2CC34C=CC(O3)C(C(=O)O)C4C2=O)cc1 (stereo not given)	5	7	-1	3	-5	8	17	5	1
CCC1(C)Cc2ccccc2-c2nc3n(c(=O)c21)CCCCC3 (stereo not given)	1	15	-2	2	·	·	-4	-6	8
CCCCOCCCNC(=O)c1ccccc1OCC	-6	4	-2	6	-1	0	-2	11	-6
O=C(Nc1ccc(C(F)(F)F)cc1)C1CCCN1S(=O)(=O)c1cccc2cccnc12 (stereo not given)	1	15	-3	4	2	-4	10	7	3
COc1ccc(-c2nc(CSCC(=O)N3CCC(C(N)=O)CC3)c(C)o2)cc1OC	0	-7	2	-3	4	-3	-5	0	6
CCOc1ccc(NC(=O)CCn2cccc2)cc1	3	15	-5	0	0	2	39	2	6
CC1CN(S(=O)(=O)c2cn(C)c(=O)n(C)c2=O)CC(C)O1 (stereo not given)	-2	18	-1	4	3	5	-14	7	-4
O=C(O)CCN(CCC(=O)O)c1ccccc1	-2	-4	15	6	2	0	-15	7	-3
Cc1onc(-c2ccccc2Cl)c1C(=O)NCc1ccc2c(c1)cc(C)n2C	2	14	-17	-1	0	-4	-6	2	-7
Nc1ccc(S(=O)(=O)c2ccc(N)cc2)cc1	0	12	-4	3	-9	-1	0	6	-8
COc1cccc(C(=O)Nc2cccc(NC(C)=O)c2)c1	·	-15	-4	-5	8	4	25	·	9
CN(CC(=O)NC(=O)NCc1ccco1)Cc1nc2ccccc2c(=O)[nH]1	-2	27	-11	-1	-6	-4	-21	-7	-2
Cc1ccc(CNC(=O)c2coc(=O)c3ccccc23)o1	3	4	-3	2	-12	2	-33	7	-1
CC(=O)C1C(c2ccco2)c2c(noc2C)CC1(C)O (stereo not given)	-2	-2	12	3	·	·	3	5	1
CCOC(=O)C1CCN(C(=O)COc2ccc(Cl)cc2Cl)CC1	5	1	1	1	3	-1	-19	8	5
CCOC(=O)CCCn1c(C)nc(=O)c(-c2ccccc2)c1C	3	-9	17	4	4	4	-7	9	1
CC(=O)Nc1ccccc1C(=O)N1CC2(C)CC1CC(C)(C)C2 (stereo not given)	2	8	10	0	4	0	-25	2	9
Cc1ccc(C)c(C(=O)CSc2n[nH]c(-c3ccncc3)n2)c1	-5	25	-4	5	6	0	-13	2	8
O=S(=O)(c1ccc(OCc2nc3ccccc3s2)c(Cl)c1)N1CCOCC1	0	-4	-1	0	·	·	25	7	10
CCN1C=C(C(=O)OC)C(c2cccc(C)c2)C(C(=O)OC)=C1	-7	20	-10	0	·	·	-3	-25	1
COc1ccc(/C(O)=C2\C(=O)C(=O)N(CCN(C)C)C2c2cc(OC)c(OC)c(OC)c2)c(C)c1 (stereo not given)	0	9	3	5	0	4	-7	4	-1
Cc1ccc(NC(=O)CSC2=C(C#N)C(c3ccc4c(c3)OCO4)C3=C(CCCC3=O)N2)c(C)c1 (stereo not given)	-4	6	7	4	3	-3	-4	-1	4
Cc1cc(C)n(-c2nc3ccccc3nc2Nc2ccc(CC(=O)O)cc2)n1	6	23	-4	4	2	-11	20	3	4
O=C(c1ccccc1F)N1CCN=C1SCc1cccnc1	-2	20	-1	4	-6	2	-16	0	3

Additional entries.
Molecule	CatB block	AP ELISA ortho	CatS block	CatB mixtures	ROCK2 inh	JNK3 blocker	RORa activator	Ec RNAP inh	PKA inh
COCCNC(=O)C(OC(=O)CC1Sc2ccccc2NC1=O)c1ccncc1 (stereo not given)	-5	8	1	4	·	·	2	2	5
COC(=O)C1CCN(Cc2cc(=O)oc3cc(OC)ccc23)CC1	-1	18	-6	-1	-4	0	-2	1	-7
CN1CCN(S(=O)(=O)c2cccc(S(=O)(=O)c3ccc(Cl)c(Cl)c3)c2)CC1	-1	-10	7	2	·	·	-7	4	7
Cn1c(=O)n(C)c2cc(NS(=O)(=O)c3ccc4c(c3)CCCC4)ccc21	2	6	16	-5	-6	-9	-32	2	-2
Cn1c(-c2ccccc2)cc(=O)c2ccccc21	·	10	-6	5	9	-1	-15	6	10
COc1ccc(OC)c(N=C2C(=O)Nc3ccccc32)c1	·	2	-5	2	3	-9	-35	10	6
Cc1occc1-c1nnc(SCC(=O)N2CCOCC2)o1	-1	14	-6	-2	6	8	-31	1	2
O=C(O)CCCCCNS(=O)(=O)c1ccc(Cl)cc1	·	-4	11	-2	-2	-7	7	0	-8
CCc1nc(N2CCCC2)c(C#N)c2c1CCCC2	4	·	·	·	6	6	3	-1	4
Cc1occc1-c1nnc(SCC(=O)N2CCOCC2)n1Cc1ccco1	1	19	9	7	4	4	-8	7	10
CC(=O)N1CCc2cc(S(=O)(=O)NC(C(=O)NC3CCCc4ccccc43)C(C)C)ccc21 (stereo not given)	3	19	1	3	-3	5	-9	1	2
CC1CCN(S(=O)(=O)c2ccc3c(c2)oc(=O)n3CC(=O)N2c3ccccc3CC2C)CC1 (stereo not given)	-1	3	4	0	5	-3	-5	4	7
CN(C(=O)COc1nnc(-c2cccs2)c(-c2cccs2)n1)c1ccccc1	1	8	-2	1	2	0	-14	9	3
O=C(Cc1cc(=O)[nH]c(=O)[nH]1)N1CCN(C(=O)c2ccco2)CC1	0	13	3	2	-2	2	-1	6	5
CC(OC(=O)c1cccs1)C(=O)NCC1CCCO1 (stereo not given)	1	7	-6	1	4	-1	9	-4	10
COc1ccc(OCC(=O)N2CCOCC2)cc1	·	4	4	1	1	6	-5	4	2
CC(=O)c1c(C)[nH]c(C(=O)OCc2nnc(-c3ccccc3)o2)c1C	-4	15	31	1	0	-6	-15	-7	-5
CCOC(=O)C1C(=O)NC(N2CCOCC2)=NC1c1ccco1 (stereo not given)	3	-8	3	5	-6	-9	-9	-14	1
N#CC1=C(N)Oc2n[nH]c(-c3cccs3)c2C1c1cccnc1 (stereo not given)	-1	-10	-3	3	1	1	6	8	-1
CCS(=O)(=O)Nc1cccc(C(=O)CC2(O)C(=O)Nc3ccccc32)c1 (stereo not given)	-1	12	1	0	-3	5	-2	2	-2
O=C(O)C1CC=CCC1C(=O)Nc1cccc(Cl)c1 (stereo not given)	1	11	-8	2	0	-7	0	3	4
Cc1cc(C)nc(NS(=O)(=O)c2ccc(NC(=O)CCC3COc4ccccc4O3)cc2)n1 (stereo not given)	-3	-7	2	-5	7	4	-19	6	8
O=C(NCc1cccs1)c1cc2ccccc2o1	-4	32	5	8	8	0	43	3	4
O=C(c1ccccc1)N(c1ccccc1)C1C=CS(=O)(=O)C1 (stereo not given)	3	18	-8	-1	-2	-6	-13	4	5
CCN(CC)S(=O)(=O)c1cccc(C(=O)NC(C(=O)Nc2nnc(C3CC3)s2)C(C)C)c1 (stereo not given)	5	0	1	-1	-1	-4	2	3	15
